# Compound activity from PubChem BioAssay.
# SRC1 TRFRET art: TR-FRET detection interference compounds, primary screen, artefact control for PPARgamma SRC-1 recruitment agonists, biochemical, TR-FRET emission ratio; TR-FRET detection artefact counter-screen; active compounds read high; TR-FRET ratio at 8 µM; hit rate 0.34% among 99,000; in the data active means TR-FRET ratio above about 2300; further: inactives centre near 1800
# SRC3 TRFRET art: TR-FRET detection interference compounds, artefact control for PPARgamma SRC-3 recruitment agonists, biochemical, TR-FRET ratio; hit rate 0.39% among 99,000; TR-FRET ratio at 8 µM; TR-FRET artefact counter-screen, PPARgamma/SRC-3 format; active compounds read high; in the data active means TR-FRET ratio above about 2000; further: inactives centre near 1600
# * marks the source's active call; other numbers are inactive results. Not all compounds are listed (hit frequency here may not be typical).
# Sequence of screens – SRC1 TRFRET art	SRC3 TRFRET art
1	c1ccc2c(CC3=NCCN3)cccc2c1
 : 1737	1542
2	CC(=O)[C@H]1CC[C@H]2[C@@H]3C[C@H](C)C4=CC(=O)CC[C@]4(C)[C@H]3[C@@H](O)C[C@]12C
 : 1908	1731
3	Nc1cc(-c2ccncc2)c[nH]c1=O
 : 1567	1527
4	C[C@]12CC[C@H]3[C@@H](CCC4=CC(=O)CC[C@@]43C)[C@@H]1CC[C@@H]2C(=O)CO
 : 1729	1577
5	C[C@H](CCC(=O)O)[C@H]1CC[C@H]2[C@@H]3[C@@H](O)C[C@@H]4C[C@H](O)CC[C@]4(C)[C@H]3CC[C@]12C
 : 1801	1448
6	NS(=O)(=O)c1cc2c(cc1C(F)(F)F)NC(Cc1ccccc1)NS2(=O)=O (stereo not drawn)
 : 1758	1642
7	Cc1nnc(NS(=O)(=O)c2ccc(N)cc2)s1
 : 1852	1758
8	COc1ccccc1OCC(O)COC(N)=O (stereo not drawn)
 : 1667	1560
9	O=C1N(c2ccccc2)c2ccccc2C1(Cc1ccncc1)Cc1ccncc1
 : 1618	1645
10	CN(C)CCCN1c2ccccc2Sc2ccccc21
 : 1784	1829
11	Cc1cc(C)nc(/N=C(\N)Nc2ccc(S(N)(=O)=O)cc2)n1
 : 1761	1594
12	Cc1coc2c1C(=O)C(=O)c1c-2ccc2c1CCCC2(C)C
 : 1796	1595
13	CC1=NN(c2ccccc2)C(=O)C1
 : 1825	1594
14	CN1CCC(=C2c3ccccc3CCc3sccc32)CC1
 : 1981	1543
15	COc1ccc(CN(CCN(C)C)c2ccccn2)cc1
 : 1842	1660
16	CC(C)Cn1cnc2c1c(=O)n(C)c(=O)n2C
 : 1764	1476

# Part of the list above, bar-delimited:
no. | compound | SRC1 TRFRET art | SRC3 TRFRET art
6 | NS(=O)(=O)c1cc2c(cc1C(F)(F)F)NC(Cc1ccccc1)NS2(=O)=O (stereo not drawn) | 1758 | 1642
7 | Cc1nnc(NS(=O)(=O)c2ccc(N)cc2)s1 | 1852 | 1758
8 | COc1ccccc1OCC(O)COC(N)=O (stereo not drawn) | 1667 | 1560
9 | O=C1N(c2ccccc2)c2ccccc2C1(Cc1ccncc1)Cc1ccncc1 | 1618 | 1645

# One compound at a time (already shown). Order of values: SRC1 TRFRET art	SRC3 TRFRET art
# COc1ccccc1OCC(O)COC(N)=O (stereo not drawn) is listed as 1667	1560
# NS(=O)(=O)c1cc2c(cc1C(F)(F)F)NC(Cc1ccccc1)NS2(=O)=O (stereo not drawn) is listed as 1758	1642
